# Screens: PubChem BioAssay, several laboratories
# M5 PAM = human M5 muscarinic receptor positive allosteric modulators, primary screen, CHO-K1 cells, Fluo-8 calcium fluorescence; Muscarinic acetylcholine receptor M5 (Homo sapiens), P08912; CHO-K1 hM5, ACh EC20 PAM; 0% = ACh EC20, 100% = ACh EC100; activation, % at 3 µM; 360,000 tested, 0.3% active; AID 624038, 2012;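 active = activation above the run cutoff, the mean activation of all test compounds plus 3 SD, cut at about 18% in these data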
# Target sequence (P08912 whole entry, looked up): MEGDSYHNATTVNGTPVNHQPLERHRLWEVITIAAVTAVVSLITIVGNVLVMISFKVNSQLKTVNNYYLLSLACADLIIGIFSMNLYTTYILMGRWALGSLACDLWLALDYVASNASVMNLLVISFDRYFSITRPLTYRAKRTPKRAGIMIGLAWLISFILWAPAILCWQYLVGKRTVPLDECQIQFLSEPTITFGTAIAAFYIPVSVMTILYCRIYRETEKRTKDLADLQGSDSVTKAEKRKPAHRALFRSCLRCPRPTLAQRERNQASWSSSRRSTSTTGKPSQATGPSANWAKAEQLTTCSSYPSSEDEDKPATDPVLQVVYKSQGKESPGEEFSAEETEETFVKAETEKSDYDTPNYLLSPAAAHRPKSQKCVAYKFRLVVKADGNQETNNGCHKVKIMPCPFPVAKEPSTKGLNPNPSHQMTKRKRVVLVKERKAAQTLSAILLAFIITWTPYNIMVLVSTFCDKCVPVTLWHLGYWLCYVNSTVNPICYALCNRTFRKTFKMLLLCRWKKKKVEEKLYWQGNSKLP
#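 Test system: CHO-K1 hM5 cells / Doses: single-point, 3 µM nominal / Times: Post-acetylcholine fluorescence recording 140 s / Technique: Fluo-8 calcium fluorescence / Measure: Max/basal fluorescence ratio as % of EC20–EC100 ACh window / Benchmarks: low control EC20 acetylcholine (0%), high control EC100 acetylcholine (100%) / Replicates: one well per compound, no replicates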
# CHRM5 agonist = human M5 muscarinic receptor agonists, primary screen, CHO-K1 cells, Fluo-8 calcium fluorescence; CHO-K1 hM5 cells; 0% DMSO wells, 100% maximal acetylcholine response; AID 624037, 2012; 360,000 tested, 0.19% active; activation, % at 3 µM; Muscarinic acetylcholine receptor M5 (Homo sapiens), P08912;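 active = activation above the run's mean over test compounds plus 3 SD, cut at about 23% in these data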;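 also: signal is peak over basal fluorescence ratio across the kinetic read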
# M4 PAM = human M4 muscarinic receptor positive allosteric modulators, primary screen, CHO-K1 cells, Fluo-8 calcium fluorescence; activation, % at 3 µM; 360,000 tested, 0.4% active; AID 624126, 2012; CHO-K1 hM4/Gqi5, ACh EC20; 0% = ACh EC20, 100% = maximal ACh;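 active = activation above its plate's cutoff, the mean activation of sample wells plus 3 SD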; also: some results filed as inactive read as strong as hits
# Target sequence (P08173 whole entry, looked up): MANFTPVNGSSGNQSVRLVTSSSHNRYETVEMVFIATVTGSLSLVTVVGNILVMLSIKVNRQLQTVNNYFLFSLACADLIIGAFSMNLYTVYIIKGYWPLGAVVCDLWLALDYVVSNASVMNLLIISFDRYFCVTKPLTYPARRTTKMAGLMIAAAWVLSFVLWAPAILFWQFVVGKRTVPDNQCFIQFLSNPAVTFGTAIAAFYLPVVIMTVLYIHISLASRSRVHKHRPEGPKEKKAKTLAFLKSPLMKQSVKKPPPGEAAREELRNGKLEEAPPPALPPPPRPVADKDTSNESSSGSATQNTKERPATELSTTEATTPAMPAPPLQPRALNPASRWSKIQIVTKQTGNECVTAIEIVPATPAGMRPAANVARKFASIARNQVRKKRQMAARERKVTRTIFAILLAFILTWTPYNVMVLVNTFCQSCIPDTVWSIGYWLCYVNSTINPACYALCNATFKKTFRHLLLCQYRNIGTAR
# CRFBP-R2 block = antagonists of CRF-BP/CRF-R2 complex, primary screen, cell-based, HEK293, calcium dye fluorescence, uHTS; CRF-induced calcium fluorescence; inhibition, % at 11.8 µM; 350,000 tested, 0.59% active; AID 588475, 2011;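 active = inhibition of the ligand-induced calcium signal above about 50% at the single tested concentration, limit read from the data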
# M4 ag = human M4 muscarinic receptor agonists, primary screen, CHO-K1 cells, Fluo-8 calcium fluorescence | 360,000 tested, 0.14% active | Muscarinic acetylcholine receptor M4 (Homo sapiens), P08173 | activation, % at 3 µM | CHO-K1 hM4/Gqi5; vehicle 0%, full acetylcholine response 100%;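 active = activation above the run mean over all test wells plus 3 SD, cut at about 32% in these data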;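 also: peak over basal fluorescence ratio per well then scaled between controls; 0% = DMSO wells and 100% = acetylcholine at EC100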
# IDE cell inh = human IDE inhibitors in live cells, primary screen, fluorescence polarization, HEK cells, FAbetaB substrate; Insulin-degrading enzyme (Homo sapiens), P14735; FAbetaB cleavage; inhibition, % at 5.59 µM; 320,000 tested, 0.41% active; AID 434962, 2010;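 active = percent inhibition above the average of all tested compounds plus 3 SD, set per screening campaign, cut at about 16% in these data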;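 also: IDE supplied by intact live HEK cells; FP after avidin binding of uncleaved biotin substrate so inhibition keeps polarization high; 0% = DMSO wells and 100% = 60 µM reference IDE inhibitor Ii1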
# M5 antag = human M5 muscarinic receptor antagonists, primary screen, CHO cells, Fluo-8 calcium fluorescence; Muscarinic acetylcholine receptor M5 (Homo sapiens), P08912; CHO-hM5 cells, ACh EC80; inhibition, % at 3 µM; 360,000 tested, 0.59% active;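 active = inhibition above a per-plate cutoff, the mean of that plate's test compounds plus 3 SD, cut at about 27% in these data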;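 also: 0% = acetylcholine EC80 with DMSO and 100% = DMSO without agonist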
# M4 antag = human M4 muscarinic receptor antagonists, primary screen, CHO cells, Fluo-8 calcium fluorescence. Muscarinic acetylcholine receptor M4 (Homo sapiens), P08173. 360,000 tested, 0.73% active. inhibition, % at 3 µM. CHO-hM4 cells, ACh EC80;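 active = inhibition above its plate's cutoff, the mean inhibition of sample wells plus 3 SD, cut at about 27% in these data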;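 also: 0% = acetylcholine EC80 with DMSO and 100% = DMSO without agonist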
# CRFBP-R2 agonist = agonists of CRF-BP/CRF-R2 complex, primary screen, cell-based, HEK293, calcium dye fluorescence, uHTS. activation, % at 13.2 µM. CRF-binding protein / CRF receptor 2 complex (human). calcium dye fluorescence (FLIPR); percent of saturating CRF peptide response. 350,000 tested, 0.46% active;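 active = activation of at least 50%, plus an integration ratio under a set limit after plate pattern correction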;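 also: plate controls were neutral control wells without compound for no effect and CRF at EC100 for full effect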
# * = called active by the depositor; . = no result given.
entry	SMILES	M5 PAM	CHRM5 agonist	M4 PAM	CRFBP-R2 block	M4 ag	IDE cell inh	M5 antag	M4 antag	CRFBP-R2 agonist
1	CCc1nnc(NC(=O)CCC(=O)NCc2ccccc2OC)s1	1.2	3.1	20.9	-1.0	-0.7	-4.1	-1.9	-3.6	0.1
2	CCCOc1ccc(C(=O)NNC(=O)CCNC(=O)c2ccco2)cc1OC	5.9	-3.2	3.5	16.7	0.0	-0.1	1.0	-8.3	2.4
3	C=CCOc1c(Cl)cc(CNCCC)cc1Cl	3.1	-5.3	5.2	-3.8	2.2	0.8	-6.4	15.1	0.0
4	COc1ccc(S(=O)(=O)N2CCCC(C(=O)NCCc3ccccc3)C2)cc1 (configuration not stated)	-1.7	-3.8	-2.4	-9.4	1.2	-0.2	11.7	6.9	-1.1
5	CCc1cccc(CC)c1NC(=O)C(CC)Sc1nc2ccncc2[nH]1 (configuration not stated)	0.1	-1.1	2.4	-9.4	-2.5	-0.1	-0.7	2.2	-0.3
6	CN(C)/C=C/C(=O)c1cnc(-c2cccc(Cl)c2)s1	5.8	-1.3	0.5	-5.9	0.2	-4.0	2.7	3.3	-6.3
7	O=C(c1ccccc1)c1ncc(C(F)(F)F)cc1Cl	-0.1	0.4	7.9	12.0	0.7	1.4	-2.8	-0.2	-0.6
8	CC(=O)c1ccc(S(=O)(=O)N2CCC(Oc3ccc(-n4cnnn4)cc3)CC2)cc1	-0.7	-2.7	2.1	7.7	-0.2	2.4	4.7	2.2	2.0
9	COCCNC(=O)c1ccc(NS(=O)(=O)c2ccc3[nH]c(=O)[nH]c3c2)cc1	-3.3	-5.3	2.1	-14.3	0.6	10.5	5.5	-4.2	-0.8
10	CCCC(=O)C1=C(O)C(C(=O)OC)C(C)(C)CC1=NCCc1ccc(OC)c(OC)c1 (configuration not stated)	-2.3	-0.6	-6.7	2.0	0.5	4.5	8.6	3.9	-1.2
11	CCN(CC)CCCn1c(=S)[nH]c2ccccc2c1=O	-7.2	-6.2	1.2	14.5	1.7	-0.3	6.2	1.3	-0.3
12	Cc1nnc(NC(=O)c2cc(-c3ccncc3)nc3c(C)cccc23)s1	-4.0	-3.1	-2.1	-24.0	0.0	0.2	7.6	3.3	-1.5
13	C[N+](C)(C)CCNC(=O)c1cc[n+](Cc2ccccc2)c(/C=N/O)c1	0.1	3.9	-1.7	7.1	0.0	.	9.1	2.7	-0.8
14	CC(SCc1ccc(C(=O)O)o1)c1ccc(C(=O)O)o1 (configuration not stated)	1.9	-2.0	7.0	15.9	-0.3	-0.9	0.8	-17.6	2.0
15	Cc1onc(-c2c(Cl)cccc2Cl)c1C(=O)N1CCN(Cc2ccccc2)CC1	9.7	-4.1	-7.8	-16.8	3.0	3.1	0.6	-11.7	0.2
16	CC(CCc1ccccc1)NC(=O)CCNS(=O)(=O)c1ccccc1 (configuration not stated)	3.7	0.8	3.1	1.1	1.7	1.4	1.7	-8.8	0.9
17	Cc1ccc(S(=O)(=O)NCCC(=O)N2CCN(Cc3ccccc3)CC2)cc1	0.6	-1.4	4.0	3.4	3.6	-5.5	7.1	4.2	-1.3
18	O=C(O)CCC(=O)Nc1ccc(-c2nc3ccc(C(=O)c4ccccc4)cc3[nH]2)cc1	-3.4	-0.5	-3.1	20.2	-0.2	3.8	9.3	6.8	-2.0
19	CCOC(=O)c1sc(NC(=O)Cc2ccccc2OC)nc1C	9.6	-0.5	-0.9	-2.7	-0.6	-9.2	-3.8	8.1	-0.7
20	CC1=Nc2cccc([N+](=O)[O-])c2NC(=O)C1	-1.5	-2.0	0.8	-1.9	2.5	.	-6.4	-4.5	-1.4
21	Cc1noc(C)c1S(=O)(=O)Nc1cc(C(F)(F)F)ccc1N1CCOCC1	1.8	3.9	5.6	-1.6	2.4	-0.3	1.6	1.6	3.7
22	CC1CCC2C(=O)N(c3ccc(NC4CCN(Cc5ccccc5)CC4)c([N+](=O)[O-])c3)C(=O)C2C1 (configuration not stated)	-35.7	-18.0	-59.3	-17.9	4.0	-2.8	24.3	28.8*	-0.1
23	O=C(c1ccc2c3c(cccc13)CC2)C1CCCN(C(=O)c2cc[n+]([O-])cc2)C1 (configuration not stated)	-1.2	-3.8	1.3	10.0	0.3	4.3	4.3	19.8	-1.5
24	Cc1cc(C)c(S(=O)(=O)Nc2cccc(S(=O)(=O)NC3=NCCC3)c2)c(C)c1	6.5	-3.9	-4.0	1.8	1.2	4.2	4.7	-4.9	0.5
25	Cc1ccccc1Cn1cnc2c(NS(C)(=O)=O)c(C)c(C)cc21	5.3	-0.5	15.3	-16.1	1.3	-0.2	-2.4	-2.5	0.0
26	Cc1nn(C)c(Cl)c1CN1CCCC(CO)(Cc2ccccc2)C1 (configuration not stated)	7.6	-2.6	-0.6	-5.7	1.3	1.0	13.0	-3.4	-1.8
27	O=C(CSc1nnc2c(n1)[nH]c1ccc(F)cc12)NCc1ccc(F)cc1	2.3	-1.5	3.4	5.5	0.4	6.2	5.1	-6.0	-1.0
28	CCn1ncc(CN2CCN(Cc3ccc(OC)c(C)c3C)C(CCO)C2)c1C (configuration not stated)	1.3	-2.0	-0.2	-11.4	2.2	0.1	-2.0	1.2	2.2
29	CC1CC(=O)NN=C1c1ccc(NCCO)c([N+](=O)[O-])c1 (configuration not stated)	-1.5	1.3	-3.3	-7.6	0.9	2.4	2.6	-3.2	-0.5
30	CCOc1ccccc1OCCCOc1ccc(C)cc1Cl	1.6	-3.6	-6.5	-3.3	-1.7	-0.1	-2.6	6.8	0.2
31	CSC1=C(C#N)C(c2ccncc2)C(C(=O)Nc2ccccc2)=C(C)N1 (configuration not stated)	-18.8	3.5	-14.3	1.6	17.4	7.7	17.4	-8.9	-4.5
32	COCCNC(=O)CN1CCN(S(=O)(=O)c2ccc3c(c2)CCCC3)CC1	1.7	0.8	7.3	3.7	2.3	-0.9	-1.2	-2.3	-0.1
33	Cc1ccc2cccc(NC(=S)NC(=O)c3ccccc3)c2n1	-8.7	-0.1	-0.8	-100.8	3.4	-2.0	2.1	-7.0	3.8
34	O=C(Nc1ccc(S(=O)(=O)N2CCOCC2)cc1)c1ccc([N+](=O)[O-])cc1Cl	-0.5	5.0	-5.5	7.7	7.3	8.9	2.7	-9.4	-1.3
35	COc1ccc(N2C(=O)CCC2(C#N)c2ccc(OC)cc2)cc1 (configuration not stated)	-1.6	1.7	3.5	-2.1	2.7	1.3	4.0	-1.0	5.2
36	CN1C(=O)[C@@H]2[C@@H]3C[C@@H]([C@H]4ON=C(c5ccc(Cl)cc5)[C@@H]34)[C@@H]2C1=O	-0.6	2.5	4.8	-27.6	3.5	-2.7	0.1	5.5	2.3
37	C=CCOc1cccc(/C=N/NC(=O)CN(c2cc(Cl)ccc2OC)S(=O)(=O)c2ccc(C)c([N+](=O)[O-])c2)c1	-5.8	-0.3	-5.7	8.2	0.1	-1.8	10.4	9.5	-1.2
38	O=C(CCS(=O)(=O)c1ccccc1)N1CCN(c2ccc(F)cc2)CC1	-11.6	-1.4	-2.3	0.8	2.4	1.3	11.3	-4.1	0.3
39	O=C(N=C1SC2CS(=O)(=O)CC2N1c1ccccc1F)C1CCCCC1 (configuration not stated)	3.7	0.5	1.2	3.5	0.6	-0.8	-5.8	-3.0	0.5
40	COc1cc(S(=O)(=O)N2CCN(C)CC2)ccc1Cl	0.6	-1.6	0.0	-5.3	0.3	4.7	-2.2	8.6	0.5
41	O=C(O)c1ccc(NS(=O)(=O)c2ccc3c(c2)OCCO3)cc1	2.8	1.6	4.2	0.2	-0.1	2.9	-2.3	-4.5	-0.7
42	COc1cc(C(O)c2nc(-c3cccc(C(C)C)c3)cs2)ccc1F (configuration not stated)	-7.0	-0.2	-3.2	.	2.1	.	8.4	11.2	.
43	O=C(CN(c1ccccc1)S(=O)(=O)c1ccccc1[N+](=O)[O-])N1CCCC1	8.2	-1.6	-2.1	2.6	-0.7	2.6	-10.4	10.5	-0.9
44	O=C1Nc2cc(Cl)ccc2Nc2cscc21	-2.9	-0.7	2.5	8.6	6.0	0.9	14.7	0.7	-4.1
45	Cc1cc(Cl)ccc1NC(=O)CN(C)C1=NS(=O)(=O)c2ccccc21	3.1	1.0	2.0	-1.6	1.1	-6.7	-1.5	-3.5	0.3
46	CC(C)n1c(=O)c2ccccc2n1S(C)(=O)=O	-9.7	0.8	14.4	.	1.4	.	1.1	-21.8	.
47	O=C(NNc1ccc(O)cc1)c1ccc(Br)cc1	5.8	-0.7	6.3	-1.5	0.7	2.1	-1.7	0.1	-1.1
48	COc1cccc(C2=CC(=O)C[C@H](c3ccc(Cl)cc3)C2)c1OC	-12.1	-6.6	-8.8	-3.0	1.6	7.2	13.0	1.3	0.0
49	O=C(NCCCN1CCCCCC1)c1ccc2c(c1)NC(=O)C(N1CCOCC1)S2 (configuration not stated)	-5.0	-4.4	5.8	10.7	0.2	3.7	-1.1	22.1	0.5
50	COc1ccc(CNC(=O)[C@H](Cc2c[nH]c3ccccc23)NC(=O)[C@@H]2Cc3ccccc3CN2)cc1	-8.7	5.4	-4.8	12.2	5.4	7.1	3.4	-8.3	-0.1
51	COc1cccc(CNC(=O)c2ccccc2C(=O)NC(C)(C)C(=O)NCc2cccc(OC)c2)c1	-2.3	-2.5	2.0	-7.9	4.7	0.1	7.3	-0.7	1.6
52	COc1ccc(/C=C/C(=O)NNc2cc(=O)n(C)c(=O)n2C)cc1OC	13.3	0.5	10.7	9.8	0.9	3.8	-6.7	-3.7	0.7
53	CCOC(=O)c1[nH]c2ccccc2c1NC(=O)C(CC)CC	7.3	-3.7	2.4	4.4	0.2	-4.2	-3.0	-20.0	4.6
54	CC(NS(=O)(=O)OCC(Cl)(Cl)Cl)c1ccc(Br)cc1 (configuration not stated)	-5.8	-1.9	8.1	-7.0	-0.9	-3.1	2.5	-14.5	0.2
55	COc1ccc(C)cc1NC(=O)C(OC(=O)c1cc(C)oc1C)c1ccccc1 (configuration not stated)	-4.1	-4.5	-3.5	15.7	-1.0	5.2	-4.4	-5.2	-0.6
56	FC(F)(F)c1cnc(Oc2ccc(-c3nnco3)cc2)c(Cl)c1	-1.4	-9.5	3.0	-16.3	-1.1	5.2	-7.2	-4.9	0.2

# 3 compounds already listed, arranged by the number in CRFBP-R2 agonist, ascending.
entry	SMILES	M5 PAM	CHRM5 agonist	M4 PAM	CRFBP-R2 block	M4 ag	IDE cell inh	M5 antag	M4 antag	CRFBP-R2 agonist
50	COc1ccc(CNC(=O)[C@H](Cc2c[nH]c3ccccc23)NC(=O)[C@@H]2Cc3ccccc3CN2)cc1	-8.7	5.4	-4.8	12.2	5.4	7.1	3.4	-8.3	-0.1
51	COc1cccc(CNC(=O)c2ccccc2C(=O)NC(C)(C)C(=O)NCc2cccc(OC)c2)c1	-2.3	-2.5	2.0	-7.9	4.7	0.1	7.3	-0.7	1.6
53	CCOC(=O)c1[nH]c2ccccc2c1NC(=O)C(CC)CC	7.3	-3.7	2.4	4.4	0.2	-4.2	-3.0	-20.0	4.6
